CSN inh: inhibitors of human CSN-mediated cullin deneddylation. hit rate 0.38% among 360,000. Purified CSN, SCF-Nedd8-OG deneddylation, fluorescence polarization. inhibition, % at 12.5 µM. AID 651999. Q92905;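 active = pattern-corrected inhibition above about 35%, with an unprinted fluorescence ratio check between 0.5 and 1.5, limit read from the data, passing the limit was not always enough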;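 note: 0% = enzyme with substrate and 100% = substrate without enzyme; some results filed as inactive read as strong as hits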
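assay system = purified human Csn5 enzyme expressed in HEK293T cells | amount = 0.24 nM enzyme | buffer or medium = Tris/NaCl/DTT buffer, pH 7.5 | reagent = 10 nM SCFSkp2-Nedd8OG | compound = one concentration, 12.5 µM, 0.25% DMSO | times = 90 min reaction at room temperature | signal = FP | read-out basis = % inhibition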
TbMetRS inhib: Trypanosoma brucei MetRS inhibition. AID 624268. hit rate 0.4% among 360,000. inhibition, % at 11.9 µM. purified T. brucei MetRS, ATP depletion, Kinase-Glo luminescence;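 active = inhibition above a per-plate cutoff of the control wells' mean inhibition plus 3 SD, cut at about 5.5% in these data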;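 note: 0% = DMSO wells median and 100% = median of wells with control inhibitor compound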
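Material – parasite MetRS enzyme · Medium – HEPES-MgCl2-KCl buffer plus DTT, spermine, BSA, pyrophosphatase · Reagent – ATP, methionine and E. coli bulk tRNA substrates · Times – 15 min enzyme-compound preincubation, 2 h reaction, 10 min detection, 25 °C · Measured by – luminescence of leftover ATP · Evaluation – percent inhibition relative to median high and low control wells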
Neddylation inh: inhibitors of human cullin neddylation; P61081+Q13564; TR-FRET cullin neddylation, biochemical; calls only at 25 µM; hit rate 0.58% among 360,000; AID 651699; in the data active = inhibition above about 36%
MLLE-PAM2 inh: inhibitors of microRNA-mediated deadenylation, human PABP1 MLLE binding | hit rate 0.36% among 360,000 | inhibition, % at 20 µM | AID 588489 | P11940 | GST-MLLE / FITC-PAM2 fluorescence polarization; in the data active = inhibition above about 35%, passing the limit was not always enough;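 note: plate controls were DMSO wells with GST-MLLE for no effect and wells lacking GST-MLLE protein for full effect; some results filed as inactive read as strong as hits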
FAS TE block: FAS thioesterase (human) inhibition; AID 602261; hit rate 0.67% among 360,000; recombinant FAS-TE, OMFH fluorogenic substrate, fluorescence endpoint; inhibition, % at 15 µM;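 active = compounds whose normalised, plate-corrected inhibition of enzyme fluorescence in the single-dose primary screen is 50% or more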;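 note: 0% = DMSO with enzyme and 100% = substrate without enzyme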
bovine MsrA act: activates bovine MsrA enzyme; activation, % at 10.6 µM; purified bovine MsrA, absorbance read-out; hit rate 0.3% among 360,000; in the data active = activation above about 7.5%;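 note: 0% = vehicle and 100% = reference activator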
eLon inh: inhibitors of E. coli Lon protease. purified E. coli Lon protease, fluorescence polarization. inhibition, % at 7.94 µM. hit rate 0.42% among 360,000; in the data active = inhibition above about 13%, passing the limit was not always enough;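 note: 0% = enzyme with probe and DMSO and 100% = no enzyme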
Rin1-Abl PPI inh: human Rin1-Abl interaction inhibition. P00519+Q13671. inhibition, % at 7.35 µM. hit rate 0.4% among 360,000. TR-FRET Rin1/Abl binding, biochemical; in the data active = inhibition above about 5%, passing the limit was not always enough
Target sequence (P00519 whole entry, looked up): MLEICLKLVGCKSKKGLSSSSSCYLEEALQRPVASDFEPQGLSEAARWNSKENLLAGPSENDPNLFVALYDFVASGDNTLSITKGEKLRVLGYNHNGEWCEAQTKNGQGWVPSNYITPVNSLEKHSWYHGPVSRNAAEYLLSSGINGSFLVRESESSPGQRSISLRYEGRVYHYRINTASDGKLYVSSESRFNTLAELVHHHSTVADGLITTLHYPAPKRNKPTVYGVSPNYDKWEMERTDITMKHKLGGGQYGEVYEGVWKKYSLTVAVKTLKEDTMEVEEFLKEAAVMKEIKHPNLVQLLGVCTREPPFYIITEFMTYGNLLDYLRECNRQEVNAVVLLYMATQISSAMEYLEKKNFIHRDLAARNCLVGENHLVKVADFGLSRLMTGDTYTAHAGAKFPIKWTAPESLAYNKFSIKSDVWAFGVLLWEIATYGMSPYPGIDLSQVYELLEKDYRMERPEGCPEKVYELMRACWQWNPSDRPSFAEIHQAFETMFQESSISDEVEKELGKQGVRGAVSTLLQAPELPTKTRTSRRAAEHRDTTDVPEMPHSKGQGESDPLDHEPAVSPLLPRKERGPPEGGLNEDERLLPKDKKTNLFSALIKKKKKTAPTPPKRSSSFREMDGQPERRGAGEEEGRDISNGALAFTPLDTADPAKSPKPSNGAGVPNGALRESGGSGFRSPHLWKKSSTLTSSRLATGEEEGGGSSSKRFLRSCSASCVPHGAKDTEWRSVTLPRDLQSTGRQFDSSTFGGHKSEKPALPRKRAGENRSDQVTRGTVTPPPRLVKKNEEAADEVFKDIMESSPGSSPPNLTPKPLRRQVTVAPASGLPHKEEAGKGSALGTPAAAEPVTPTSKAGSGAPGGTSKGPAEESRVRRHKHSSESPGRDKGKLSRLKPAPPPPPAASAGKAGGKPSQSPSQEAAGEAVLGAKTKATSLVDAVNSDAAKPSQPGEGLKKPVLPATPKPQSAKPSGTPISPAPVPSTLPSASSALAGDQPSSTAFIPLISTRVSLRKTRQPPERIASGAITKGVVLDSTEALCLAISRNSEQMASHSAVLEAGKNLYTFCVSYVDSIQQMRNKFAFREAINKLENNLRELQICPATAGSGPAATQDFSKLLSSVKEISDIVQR
Target sequence (Q13671 whole entry, looked up): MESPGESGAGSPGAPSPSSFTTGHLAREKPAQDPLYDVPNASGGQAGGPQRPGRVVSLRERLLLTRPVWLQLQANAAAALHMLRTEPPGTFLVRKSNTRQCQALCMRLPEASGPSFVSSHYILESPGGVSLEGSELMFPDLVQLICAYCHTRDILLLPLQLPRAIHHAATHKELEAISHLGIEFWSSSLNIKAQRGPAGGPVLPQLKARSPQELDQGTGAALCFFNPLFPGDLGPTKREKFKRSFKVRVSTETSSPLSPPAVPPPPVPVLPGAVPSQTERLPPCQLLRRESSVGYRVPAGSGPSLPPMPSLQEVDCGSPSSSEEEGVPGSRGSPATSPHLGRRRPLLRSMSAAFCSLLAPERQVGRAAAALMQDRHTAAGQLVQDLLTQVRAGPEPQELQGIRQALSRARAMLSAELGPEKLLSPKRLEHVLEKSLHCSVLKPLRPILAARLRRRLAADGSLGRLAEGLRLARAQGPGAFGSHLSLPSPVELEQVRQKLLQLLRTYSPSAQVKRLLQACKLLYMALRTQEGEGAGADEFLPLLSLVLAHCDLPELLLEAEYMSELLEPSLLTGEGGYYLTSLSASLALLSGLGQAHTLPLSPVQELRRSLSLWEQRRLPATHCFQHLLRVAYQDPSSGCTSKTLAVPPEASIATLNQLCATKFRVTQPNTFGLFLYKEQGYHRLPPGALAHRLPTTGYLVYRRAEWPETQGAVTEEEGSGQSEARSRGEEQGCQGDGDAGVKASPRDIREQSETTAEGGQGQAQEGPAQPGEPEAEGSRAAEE
MsrA inh: inhibits bovine methionine sulfoxide reductase A | purified bovine MsrA, absorbance read-out | inhibition, % at 15.5 µM | hit rate 0.75% among 360,000 | AID 651718; in the data active = inhibition above about 4.5%;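 note: 0% = vehicle wells with enzyme and 100% = reference inhibitor wells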
* = called active by the depositor; i = inactive; x = no result given; + = active, no number.

SMILES	CSN inh	TbMetRS inhib	Neddylation inh	MLLE-PAM2 inh	FAS TE block	bovine MsrA act	eLon inh	Rin1-Abl PPI inh	MsrA inh
CCCn1nnc(NC(=O)Cc2ccccc2)n1	-6	0.4	i	5	-14	-1	2	-1	0.5
O=C(CN(CCc1ccccc1)C(=O)c1csnn1)NCc1ccc(F)cc1	2	-0.3	i	22	2	-4	-9	-1	0.4
COc1ccc(OC)c(-c2nc(C(=O)NC3CCN(Cc4ccccc4)CC3)cc3c2[nH]c2ccccc23)c1	9	-2.0	i	-11	29	-7	5	0	0.1
CCCc1n[nH]c(=S)n1Cc1ccco1	-2	-0.3	i	-13	-6	-4	-1	-4	-0.6
CC(OC(=O)c1cccc(-n2cnnn2)c1)c1nc2ccccc2c(=O)[nH]1 (stereo not drawn)	-2	0.2	i	-3	-1	-8	2	6	-0.5
CC(Sc1nnc(N)s1)c1ccccc1Cl (stereo not drawn)	-1	-0.9	i	22	-4	1	2	0	-0.3
O=C1c2ccccc2C(=O)N1c1cccnc1	3	-0.6	i	-7	-4	-4	2	-1	0.9
Cc1ccccc1NC(=O)C(=O)NCCCN1CCOCC1	-3	-0.1	i	-4	-3	-5	-4	0	1.9
O=C(CSc1nc2nn(-c3ccccc3)c(=O)c-2c2n1CCCCC2)Nc1cccc(F)c1	-3	0.6	i	-10	50	-2	0	0	0.6
CCOC(=O)C(CC)Sc1ncnc2nc[nH]c12 (stereo not drawn)	0	0.0	i	6	-7	-1	2	3	-1.1
O=C(Nc1cccc(/C=C/c2ccccn2)c1)c1cc(Cl)ccn1	2	1.1	i	-10	20	-3	-21	-3	-0.1
CN(c1ccccc1C(=O)Nc1cccc(Cl)c1Cl)S(C)(=O)=O	2	-0.1	i	-7	-1	1	-3	-4	-0.4
O=C(N(c1ccccc1)c1ccccc1)N(c1ccccc1)c1ccccc1	5	0.0	i	13	34	-2	-1	3	0.6
CN(CC1CCN(CCc2cccc(C(F)(F)F)c2)CC1)C(=O)c1ccc(F)cc1	-3	-0.7	i	5	0	-5	-4	-2	-0.2
Cc1noc(C)c1S(=O)(=O)Nc1ccc(C(=O)N2CCc3ccccc3C2)cc1	-5	-0.9	i	6	-9	-11	0	4	-1.3
C=C(C)C(=O)Nc1cccc(C2=NOC3(C2)C[C@@H](C(N)=O)N(C(=O)/C(C)=C/C)C3)c1 (stereo partly drawn)	14	-0.1	i	-2	-9	-2	0	2	1.4
NS(=O)(=O)c1ccc(NC(=O)c2ccc(COc3ccccc3)o2)cc1	-5	0.3	i	2	-6	-3	-4	2	0.0
Cc1cc(C=O)c(O)cc1O	4	-0.3	i	-2	-2	-5	37*	1	4.2
Cc1ccc(C(=O)N2CCOCC2)c(F)c1F	2	-1.1	i	15	-7	-10	6	2	0.5
CN1C(=O)[C@@](O)(c2cn(C)c3ccccc23)c2ccccc21	-5	0.0	i	x	x	x	x	x	-0.6
Cc1nc(-c2cccc(NC(=O)c3ccc(Cl)c(S(=O)(=O)N4CCCC4)c3)c2)cs1	-4	-0.2	i	-123	19	-1	-16	0	0.1
O=c1[nH]c2cccnc2n(CCNc2ncc(C(F)(F)F)cc2Cl)c1=O	-15	-0.1	i	-19	-2	-3	-2	3	-0.1
CCCCCCCCCCCCN1[C@@H](CC(C)=O)c2cc(C(F)(F)F)ccc2S1(=O)=O	-1	-0.2	i	-18	16	-5	-10	5	-0.8
Cc1nn(Cc2ccccc2)c(C)c1C(=O)N1CCN(CC(=O)Nc2ccc(F)cc2)CC1	-2	-0.3	i	-87	-9	-3	-2	-2	-0.3
O=[N+]([O-])c1ccc(N2CCOCC2)c(S(=O)(=O)N2CCOCC2)c1	5	-0.3	i	-8	-3	-11	2	-3	0.9
Cc1noc(C)c1C(c1ccccc1)c1ccccc1	-8	-1.1	i	-6	16	-3	-11	-1	x
CN(N=Cc1ccccc1O)c1ccc2ccccc2n1	1	-0.1	i	3	28	1	-9	-1	0.5
CC(=O)c1ccc(N=c2scc(C)n2C(C)C)cc1	-3	-0.5	i	-18	2	-2	5	-1	0.1
Cc1ccccc1OCc1nc2ccccc2c(=O)n1/N=C/c1ccco1	2	-0.1	i	-11	8	1	-3	2	1.5
Cc1cccc(NC(=O)CSc2nc3nc(C)cc(C)n3n2)c1	1	1.0	i	10	-2	-1	0	2	0.0
CC(C)(C)NC(=O)COC(=O)c1c2c(nc3ccccc13)CCC2	1	-0.4	i	-18	-2	-3	-4	-1	0.1
Cc1ccc(-c2cnc(C(O)c3c(C)cccc3C)[nH]2)cc1 (stereo not drawn)	2	-0.2	i	-3	-2	-7	-19	-3	-0.8
C[C@H](CO)N1C[C@H](C)[C@@H](CN(C)Cc2ccc3c(c2)OCO3)OCc2cnnn2CCCC1=O	2	-1.4	i	1	-8	-7	1	0	-0.8
CCc1nc2ccccc2c(C(=O)OCC(=O)Nc2cccc(S(=O)(=O)NC3=NCCCCC3)c2)c1C	1	-0.2	i	-19	8	0	1	0	-0.8
COc1ccc(Cl)cc1NC(=O)C/C(C)=N/NC(=O)CC#N	3	-0.4	i	6	-14	-1	-1	1	-0.7
CC(C)(C)c1ccc(C(=O)NNC(=O)c2ccc(Cl)cc2)cc1	0	-0.2	i	2	-15	-2	-10	-4	3.0

A different layout for 2 compounds above.
Compound: Cc1noc(C)c1C(c1ccccc1)c1ccccc1
  CSN inh: -8
  TbMetRS inhib: -1.1
  Neddylation inh: i
  MLLE-PAM2 inh: -6
  FAS TE block: 16
  bovine MsrA act: -3
  eLon inh: -11
  Rin1-Abl PPI inh: -1
  MsrA inh: x
Compound: CN(N=Cc1ccccc1O)c1ccc2ccccc2n1
  CSN inh: 1
  TbMetRS inhib: -0.1
  Neddylation inh: i
  MLLE-PAM2 inh: 3
  FAS TE block: 28
  bovine MsrA act: 1
  eLon inh: -9
  Rin1-Abl PPI inh: -1
  MsrA inh: 0.5

Next part.
SMILES	CSN inh	TbMetRS inhib	Neddylation inh	MLLE-PAM2 inh	FAS TE block	bovine MsrA act	eLon inh	Rin1-Abl PPI inh	MsrA inh
Fc1ccc(-c2nc(-c3cccs3)no2)cc1	3	0.2	i	-1	6	-4	9	0	-0.5
Cc1ccccc1C(=O)NNC(=O)c1ccoc1C	-2	-1.6	i	4	-7	-13	14	0	0.5
Cc1c(CC(=O)NCCCCCC(=O)O)c(=O)oc2c(C)c3oc4c(c3cc12)CCCC4	8	0.4	x	2	-8	-1	-6	1	3.0
CCNC(=O)C(=O)NCCC1CCCCN1S(=O)(=O)c1cccs1 (stereo not drawn)	-3	-0.6	i	6	-6	-12	-5	1	-1.1
COc1cc(C(=O)N2CCN(C3CCC(C)CC3)CC2)cc(OC)c1OC (stereo not drawn)	-2	-0.8	i	-5	-6	-10	5	1	-0.3
COc1cc(CC(=O)NNC(=O)c2cc(C)oc2C)cc(OC)c1OC	-4	-0.5	i	4	-10	0	-5	6	0.5
Cc1ccc(Nc2nc(-c3ccncc3)nc3ccccc23)cc1	0	-0.4	x	4	-4	-2	0	-4	2.5
CCCCn1c(N)c(N(CCC(C)C)C(=O)c2ccc(-c3ccc([N+](=O)[O-])cc3)o2)c(=O)[nH]c1=O	6	0.7	i	-19	25	0	-9	3	0.7
O=C(Cn1cnc2ccccc2c1=O)NCC(=O)N1CCN(Cc2ccc3c(c2)OCO3)CC1	-4	-2.1	i	2	-4	-3	-1	1	0.4
Cc1ccc(OCCC(=O)N(CC(=O)Nc2ccccc2C(F)(F)F)Cc2ccco2)cc1	2	-0.2	i	-3	6	1	-8	-1	-0.8
Cn1c(NCC2CCCCC2)nc2cc(-c3ccsc3)sc2c1=O	1	-0.1	i	-2	22	1	3	-1	-0.5
CCOC(=O)c1ccc(NC(=S)NCCCN2CCCC2=O)cc1	-6	-0.2	i	5	-1	-3	5	-4	1.2
COC(=O)C[C@@H]1C[C@H]2c3cc(NS(=O)(=O)c4ccccc4)ccc3O[C@H]2[C@@H](CO)O1	-2	0.3	i	-9	-9	0	4	0	-0.7
CSc1nnc2sc3cc(C)ccc3n12	7	-0.3	i	-10	-8	-6	-13	4	-0.1
O=C(Cc1ccc(Cl)cc1)Nc1ccc2c(c1)C(=O)NC2=O	4	-0.4	+	18	-6	-3	2	3	-0.1
O=C1CSC(c2cccc(Cl)c2Cl)N1c1ccccn1 (stereo not drawn)	-2	-1.1	i	-2	16	-9	7	-4	3.2
COC(=O)CN1C(=O)N(c2ccccc2)C(N(O)C(=O)Nc2ccccc2)C1(C)C (stereo not drawn)	-1	0.0	i	-2	-7	-4	-4	1	1.9
CCCCN1C(=O)C2ON(c3ccccc3C)C(c3ccco3)C2C1=O (stereo not drawn)	1	-0.5	i	-2	21	-3	-2	5	x
NC(=O)c1csc(C2OC(CO)C(O)C2O)n1 (stereo not drawn)	-4	-0.3	i	x	-6	-4	-1	x	-0.7

For reference, part of the list above.
SMILES	CSN inh	TbMetRS inhib	Neddylation inh	MLLE-PAM2 inh	FAS TE block	bovine MsrA act	eLon inh	Rin1-Abl PPI inh	MsrA inh
Cc1ccc(Nc2nc(-c3ccncc3)nc3ccccc23)cc1	0	-0.4	x	4	-4	-2	0	-4	2.5
CCCCn1c(N)c(N(CCC(C)C)C(=O)c2ccc(-c3ccc([N+](=O)[O-])cc3)o2)c(=O)[nH]c1=O	6	0.7	i	-19	25	0	-9	3	0.7
O=C(Cn1cnc2ccccc2c1=O)NCC(=O)N1CCN(Cc2ccc3c(c2)OCO3)CC1	-4	-2.1	i	2	-4	-3	-1	1	0.4
Cc1ccc(OCCC(=O)N(CC(=O)Nc2ccccc2C(F)(F)F)Cc2ccco2)cc1	2	-0.2	i	-3	6	1	-8	-1	-0.8
Cn1c(NCC2CCCCC2)nc2cc(-c3ccsc3)sc2c1=O	1	-0.1	i	-2	22	1	3	-1	-0.5
CCOC(=O)c1ccc(NC(=S)NCCCN2CCCC2=O)cc1	-6	-0.2	i	5	-1	-3	5	-4	1.2
COC(=O)C[C@@H]1C[C@H]2c3cc(NS(=O)(=O)c4ccccc4)ccc3O[C@H]2[C@@H](CO)O1	-2	0.3	i	-9	-9	0	4	0	-0.7
CSc1nnc2sc3cc(C)ccc3n12	7	-0.3	i	-10	-8	-6	-13	4	-0.1
O=C(Cc1ccc(Cl)cc1)Nc1ccc2c(c1)C(=O)NC2=O	4	-0.4	+	18	-6	-3	2	3	-0.1
O=C1CSC(c2cccc(Cl)c2Cl)N1c1ccccn1 (stereo not drawn)	-2	-1.1	i	-2	16	-9	7	-4	3.2
COC(=O)CN1C(=O)N(c2ccccc2)C(N(O)C(=O)Nc2ccccc2)C1(C)C (stereo not drawn)	-1	0.0	i	-2	-7	-4	-4	1	1.9
CCCCN1C(=O)C2ON(c3ccccc3C)C(c3ccco3)C2C1=O (stereo not drawn)	1	-0.5	i	-2	21	-3	-2	5	x
NC(=O)c1csc(C2OC(CO)C(O)C2O)n1 (stereo not drawn)	-4	-0.3	i	x	-6	-4	-1	x	-0.7

Assay outcomes deposited in PubChem by several laboratories.
